NPSR antagonist – qHTS Assay for Antagonists of the Neuropeptide S Receptor: cAMP Signal Transduction. Potency, µM (top dose mostly 38.3 µM), for the others: at the highest dose activity change, negative = inhibition, hits mostly inhibitors. AID 1461, 2008. CHO-NPSR cells, cAMP TR-FRET, antagonist mode. Q6W5P4. 220,000 tested, 1% active; note: potency is the fitted concentration of half-maximal effect; % is set by controls: 0 for no effect and ±100 for the full control effect; nearly all actives have a fitted effect of over 50% in size; many of its hits are not listed in these tables
CBFb RUNX1 block – qHTS Assay for Compounds Blocking the Interaction Between CBF-beta and RUNX1 for the Treatment of Acute Myeloid Leukemia. Runt-related transcription factor 1 (Homo sapiens) + Core-binding factor subunit beta …. AlphaScreen CBFb-His/RUNX1-biotin binding, biochemical. Potency, µM (titrated, usually from 59.8 µM), for the others: at the top dose activity, negative = inhibition, hits mostly inhibitors. 230,000 tested, under 10 active; note: % of control where 0% means no effect
Target sequence (Q01196 whole entry, looked up): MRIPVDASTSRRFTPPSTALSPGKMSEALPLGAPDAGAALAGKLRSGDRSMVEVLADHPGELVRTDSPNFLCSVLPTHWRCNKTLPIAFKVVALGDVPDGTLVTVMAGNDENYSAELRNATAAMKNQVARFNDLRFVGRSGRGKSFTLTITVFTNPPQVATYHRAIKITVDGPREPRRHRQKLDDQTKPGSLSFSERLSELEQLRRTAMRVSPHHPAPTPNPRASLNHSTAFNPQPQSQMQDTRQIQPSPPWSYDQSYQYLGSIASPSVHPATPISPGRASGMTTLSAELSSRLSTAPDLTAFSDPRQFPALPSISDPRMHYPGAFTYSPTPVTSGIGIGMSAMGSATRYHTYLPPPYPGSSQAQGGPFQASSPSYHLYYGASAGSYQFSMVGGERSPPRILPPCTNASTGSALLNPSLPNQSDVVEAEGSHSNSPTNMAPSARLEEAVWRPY
Target sequence (Q13951 whole entry, looked up): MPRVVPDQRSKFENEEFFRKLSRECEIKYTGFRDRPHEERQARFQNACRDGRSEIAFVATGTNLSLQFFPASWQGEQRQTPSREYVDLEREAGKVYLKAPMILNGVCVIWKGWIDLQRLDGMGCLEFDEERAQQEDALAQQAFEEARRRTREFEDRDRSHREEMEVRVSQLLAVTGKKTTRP
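His-tagged CBF-beta and biotinylated RUNX1 (30 nM each) were premixed 20 min at room temperature, exposed to compound for 15 min, then given nickel-chelate and streptavidin AlphaScreen beads (50 ng each). After 90 min, AlphaScreen signal was read.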
GLA spleen mod – qHTS Assay for Inhibitors and Activators of Human alpha-Galactosidase From Spleen Homogenate | Alpha-galactosidase A (Homo sapiens), P06280 | human spleen homogenate, 4MU-alpha-Gal fluorescence, 40 min | Potency, µM (doses to about 80 µM), for the others: at the highest dose activity change, negative = inhibition, actives largely listed as inhibitors | 240,000 tested, 0.008% active | AID 2107, 2009;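 note: potency is the fitted concentration of half-maximal effect; 0% = enzyme with vehicle and -100% = no enzyme basal signal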
Target sequence (P06280 32-429 limits assumed): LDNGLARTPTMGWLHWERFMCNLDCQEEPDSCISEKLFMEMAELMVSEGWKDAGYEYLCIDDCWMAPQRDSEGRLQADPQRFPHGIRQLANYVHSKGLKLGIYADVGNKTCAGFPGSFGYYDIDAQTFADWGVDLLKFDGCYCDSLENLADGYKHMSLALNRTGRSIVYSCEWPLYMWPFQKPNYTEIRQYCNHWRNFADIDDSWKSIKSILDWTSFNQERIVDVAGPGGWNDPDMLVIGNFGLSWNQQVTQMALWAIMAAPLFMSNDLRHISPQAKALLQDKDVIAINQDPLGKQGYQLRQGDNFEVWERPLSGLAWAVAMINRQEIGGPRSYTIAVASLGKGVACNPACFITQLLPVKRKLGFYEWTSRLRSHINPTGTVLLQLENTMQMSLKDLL
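Human spleen homogenate (1 ug) was the enzyme source, with 4-methylumbelliferyl-alpha-D-galactopyranoside (1 mM final) in pH 5.0 citrate buffer with 0.01% Tween-20. Compounds were titrated; after 40 min at 37C, NaOH/glycine stop, 4-MU fluorescence read; AC50 from Hill fits.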
Epigenetic reg – Quantitative High-Throughput Screen for Regulators of Epigenetic Control; murine LDR cells, GFP reporter derepression, 30 h; Potency, µM (series often up to 53.9 µM), for the others: top-dose GFP activation, actives largely listed as activators; 280,000 tested, 0.2% active; note: potency is the fitted concentration of half-maximal effect; % of control where 0% means no effect; nearly all actives have a fitted effect of over 60% in size
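Murine LDR cells bearing a silenced CMV-driven GFP reporter were exposed to compound for 30 h at 37 C. After PBS washes, GFP-positive cells (20-120 um objects) counted by laser-scanning microplate cytometry.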
KinaseGlo FLuc – Counterscreen for Luciferase (Kinase-Glo TM) Inhibition; Potency, µM (highest dose often 38.3 µM), without a hit: top-dose activity change, negative = inhibition, actives largely listed as inhibitors; Kinase-Glo luciferase, ATP luminescence, 8 min; 200,000 tested, 0.28% active; note: potency is the fitted concentration of half-maximal effect; % is set by controls: 0 for no effect and ±100 for the full control effect; nearly all actives have a fitted effect of over 60% in size
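Compound is pinned into ATP-containing buffer (10 uM ATP, imidazole pH 7.2, 7 mM MgCl2). Kinase-Glo luciferase reagent is then added. Light output is recorded following an 8-min room-temperature incubation.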
IMPase Li cell – qHTS Assay for Identifying the Cell-Membrane Permeable IMPase Inhibitors: Potentiation with Lithium; CHO-M1 cells, IP1 TR-FRET (IP-One), carbachol + lithium; Potency, µM (series often up to 59.4 µM), inactives show at the highest dose activity, negative = IMPase inhibition, hits mostly inhibitors; 210,000 tested, 0.35% active; AID 1457, 2008;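 note: IP1 builds up when IMPase is blocked and the TR-FRET signal falls; potency is the fitted concentration of half-maximal effect; plate controls were basal vehicle for no effect and high inhibitor control for full effect; nearly all actives have a fitted effect of over 50% in size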
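CHO-M1, 2000 cells/well, 16–30 h culture; cpd + low Li+, 30 min 37C; lysis with d2-IP1/Eu-anti-IP1 Ab, 10 min RT; TR-FRET 665/620 ratio and 620 channel; AC50 via Hill.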
Lamin A splicing – qHTS Assay for Modulators of Lamin A Splicing | HeLa LMNA splicing GFP/RFP minigene ratio, 48 h | Potency, µM (doses to about 46.1 µM), for the others: top-dose ratio change, negative = inhibition, hits mostly inhibitors | 200,000 tested, 0.01% active; active = well fitted inhibition curve with a large enough effect in the signal ratio, with a control signal flat, not every such curve was filed as active; inconclusive = small, poorly fitted or top-dose-only effect, or effect the other way, or a change in a side signal; the % refers to the signal ratio; note: potency is the fitted concentration of half-maximal effect; % is set by controls: 0 for no effect and ±100 for the full control effect
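S3 HeLa cells stably expressing lamin A-EGFP splicing minigene plus DsRed2, 600 cells/well, 48 h compound exposure at 37C. Laser-scanning cytometry; analysed as GFP (500-530 nm)/RFP (575-640 nm) total intensity ratio; 0.5% DMSO vehicle.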
Active calls of the source: *; u = inconclusive; x = no result given; [ ] = another dose, or the depositor's remark. Unless noted, calls come from the whole dose curve; as a rule, active = well fitted curve in the direction sought with a large enough effect; inconclusive = small, poorly fitted or top-dose-only effect, or another doubt; inactive = no such curve, though single readings can be large; an effect the other way counts as inactive or inconclusive.

| mol | NPSR antagonist | CBFb RUNX1 block | GLA spleen mod | Epigenetic reg | KinaseGlo FLuc | IMPase Li cell | Lamin A splicing |
| --- | --- | --- | --- | --- | --- | --- | --- |
| O=C(CN1CCN(c2nc(-c3ccc(F)cc3)cs2)CC1)Nc1ccc2c(c1)OCO2 | -16%[46.1 µM] | u | -10% | -0.2% | -5% | 7%[38.3 µM] | u |
| COc1cc(NC(=O)c2ccc(C)cc2)c(OC)cc1NC(=O)CN1CCCCC1 | -14%[46.1 µM] | 9% | -6% | -0.3% | 3% | 12% | u |
| c1ccc(-c2nc(N3CCOCC3)cc(N3CCOCC3)n2)cc1 | -14% | 5% | 5% | 2.2% | 3% | 4% | -17%[46 µM] |
| COC(=O)c1ccc2c(=O)n(CCN3CCOCC3)c(SCC(=O)c3ccccc3)nc2c1 | -1% | 10% | -3% | 5.6% | x | x | x |
| Cc1nn(C)c(C(=O)NNC(=S)NC2CCCCC2)c1Br | -17% | -17% | -7% | 2.7% | 0% | 3% | -6%[46 µM] |
| COc1cc(S(=O)(=O)N2CCOCC2)ccc1F | 7%[46.1 µM] | 7% | 8% | -4.8% | 0% | -1%[38.3 µM] | -3% |
| CCC(C)(C)NC(=O)C(c1cccc(OC)c1OC)N(CC(C)C)C(=O)CCC(=O)Nc1cc(C)on1 (configuration not stated) | -18% | 8% | 11% | -1.1% | -4% | 5% | x |
| Cc1cc(C)n(C(=O)c2ccccc2[N+](=O)[O-])n1 | 18% | 8% | -2% | 0.0% | -1% | 1% | -14% |
| COc1ccccc1NC(=O)Cn1c(=O)n(-c2ccccc2)c(=O)c2oc3ccccc3c21 | -8% | -26% | -10% | u | -3% | -23% | u |
| CCOc1ccc(C(=O)N2CCN(c3ccccc3)CC2)cc1OCC | -9%[46.1 µM] | 9% | 2% | -11% | 2% | 20%[38.3 µM] | -13% |
| CNC(=O)Nc1cc(C(F)(F)F)cc(C(F)(F)F)c1 | -3% | 13% | -3% | 0.0% | x | x | x |
| CN1CCN(S(=O)(=O)c2ccc(Oc3ccc(F)cc3Br)nc2)CC1 | 1% | -1% | -6% | -2.0% | x | x | x |
| CC(=O)NCCCC(=O)NC(CCC(=O)OCc1ccccc1)C(=O)OCc1ccccc1 (configuration not stated) | -7% | 0% | 7% | 11% | -2% | 2% | -5%[46 µM] |
| CCOc1ccc(-n2c(O)c(/C=N/Nc3nnc(C)c(=O)[nH]3)c3ccccc3c2=O)cc1 | -8% | -13% | 10% | -2.7% | 2% | 19% | u |
| Cc1ccc(S(=O)(=O)NC(=O)c2cccn2C)cc1 | -17%[46.1 µM] | 2% | -12% | 5.3% | -1% | -4%[38.3 µM] | 10% |
| Cc1ccc(N(CN2C(=O)C3C4CCC(C4)C3C2=O)C(=O)c2ccco2)cc1 (configuration not stated) | 7%[7.67 µM] | 1% | -8% | -0.3% | x | x | x |
| O=C(Nc1ccccc1N1CCCCC1)c1cccs1 | u | 23% | -2% | -1.1% | 0% | 33%[38.3 µM] | u |
| COc1cccc(CN2CCN(Cc3[nH]c4ccccc4c3C)CC2CCO)c1 (configuration not stated) | 15% | 2% | 0% | 14% | 3% | 4% | x |
| Cn1c(SCc2cccnc2)nc2cccnc21 | -10%[46.1 µM] | 1% | 7% | -0.9% | -4% | -4%[38.3 µM] | 10% |
| Cc1ccc(C(=O)O/N=C2\CCS(=O)(=O)c3sccc32)cc1 | 4%[46.1 µM] | -4% | 3% | -1.1% | 1% | -13%[38.3 µM] | 13% |
| Oc1ccc(N2CCN(Cc3ccc(OCCCN4CCCCC4)cc3)CC2)cc1 | 13% | u | 1% | -0.6% | 0% | 18% | -1%[46 µM] |
| O=C(COC(=O)CCC(=O)c1ccc(F)cc1)Nc1ccccc1 | 1% | 7% | 0% | -1.4% | 4% | 5% | -7%[46 µM] |
| Cn1cc(C=C2C(=O)CC(C)(C)CC2=O)c2ccccc21 | 13% | 3% | 1% | -1.0% | 1% | -2% | -8% |
| COc1ccc(-c2cc(C(=O)Nc3ccccc3)on2)cc1 | -6% | 2% | 9% | -2.8% | u | -9% | 3%[46 µM] |
| O=C(Nc1ccc2c(c1)OCCO2)c1ccncc1 | 1%[46.1 µM] | 0% | 2% | -1.0% | -4% | 17%[38.3 µM] | -2% |
| CCOC(=O)COC(=O)c1ccc(O)cc1 | -1%[46.1 µM] | 6% | 9% | 2.9% | -2% | 1%[38.3 µM] | 8% |
| O=C(O)c1ccc(CN2C(=O)c3ccccc3S2(=O)=O)cc1 | -5%[46.1 µM] | 4% | -6% | -0.7% | -2% | 2%[38.3 µM] | 6% |
| CCCOc1ccc(N2C(=O)CC(SC(=NCC)Nc3cccc(F)c3)C2=O)cc1 (configuration not stated) | -9% | 11% | -10% | -0.1% | 3% | 4% | 1% |
| CSc1nc2ccccc2c(=O)n1C1CCOC(C)(C)C1 (configuration not stated) | -16% | -15% | 1% | -3.2% | 1% | 5% | x |
| Cc1ccc(S(=O)(=O)N2CCN(C(=O)CCC(=O)NCCc3ccc(F)cc3)CC2)cc1 | 1% | 13% | -1% | -0.2% | 0% | -7% | x |
| O=C(c1cc(C(F)(F)F)cc(C(F)(F)F)c1)N1CCC2(CCCN(Cc3nccs3)C2)CC1 | x | x | -8% | x | -4% | 13% | x |
| Cc1ccc2c(=O)oc(N(C)C)nc2c1 | 7% | -2% | 3% | -0.7%[10.1 µM] | 5% | -6% | u |
| Oc1ccc(C=Nc2cccc3ncccc23)c(O)c1 | -17%[46.1 µM] | -22% | 8% | -14% | 2% | 22%[38.3 µM] | -14% |
| COc1ccccc1CNC(=O)CNC(=O)Cn1cnc2ccccc2c1=O | -5%[46.1 µM] | -2% | 2% | 0.0% | -4% | 8%[38.3 µM] | -11% |
| CCN(CC)S(=O)(=O)c1cc(C(=O)n2cccn2)c(Cl)cc1Cl | 0%[46.1 µM] | 6% | -3% | -1.5% | -4% | -4%[38.3 µM] | 2% |
| CCOC(=O)c1ccc(NC(=O)Cn2ncc(Cl)c(Cl)c2=O)cc1 | 10µM* | -21% | 1% | u | -2% | -5% | -3% |
| N/C(=N\OC(=O)COc1ccc(Cl)cc1)c1ccc(Cl)cc1 | 6% | -10% | -7% | -0.3% | -2% | -4% | -8% |
| COc1ccc(C(=O)Nc2ccccc2N2CCCCC2)cc1[N+](=O)[O-] | u | -7% | -4% | -0.4% | 2% | 12% | 11%[46 µM] |
| COc1cc(COCC(O)CN2CCN(CCN3C(=O)c4cccc5cccc(c45)C3=O)CC2)cc(OC)c1OC (configuration not stated) | 12% | 7% | -1% | 0.0% | 1% | 5% | u |
| CNC(=S)N(C)[C@H]1c2c(ccc3ccccc23)OC[C@H]1CO | -10% | 11% | 15% | 0.0% | -1% | 6% | -1%[46 µM] |
| CCN(CC)S(=O)(=O)c1cc(C(=O)OCC(=O)Nc2c(F)cccc2F)ccc1F | 1% | -7% | 0% | -3.0% | 1% | 2% | 13% |
| Cc1ccc(SCC(=O)NC(=O)NCc2ccco2)cc1C | 10%[46.1 µM] | -12% | 1% | -0.9% | 3% | -5%[38.3 µM] | 8%[0.0737 µM] |
| C=C1C(=O)C23C(O)C1CCC2[C@]12COC3(O)C(O)C1C(C)(C)CC[C@H]2O (some centres not stated) | x | 8% | 9% | 6.9% | -8% | 2% | x |
| Cc1cc(/C=N/n2cnnc2)c(O)c([N+](=O)[O-])c1 | -15% | -10% | -5% | -2.9% | -8% | 0% | u |
| CCOC(=O)Nc1nnc(-c2cccc(OC)c2)s1 | -5%[46.1 µM] | 5% | 0% | -1.1% | -1% | 11%[38.3 µM] | 2% |

Ordered by SMILES length (lowest first): part of the list above
| mol | NPSR antagonist | CBFb RUNX1 block | GLA spleen mod | Epigenetic reg | KinaseGlo FLuc | IMPase Li cell | Lamin A splicing |
| --- | --- | --- | --- | --- | --- | --- | --- |
| CCOc1ccc(C(=O)N2CCN(c3ccccc3)CC2)cc1OCC | -9%[46.1 µM] | 9% | 2% | -11% | 2% | 20%[38.3 µM] | -13% |
| Cc1ccc(C(=O)O/N=C2\CCS(=O)(=O)c3sccc32)cc1 | 4%[46.1 µM] | -4% | 3% | -1.1% | 1% | -13%[38.3 µM] | 13% |
| Oc1ccc(N2CCN(Cc3ccc(OCCCN4CCCCC4)cc3)CC2)cc1 | 13% | u | 1% | -0.6% | 0% | 18% | -1%[46 µM] |
| COc1cc(NC(=O)c2ccc(C)cc2)c(OC)cc1NC(=O)CN1CCCCC1 | -14%[46.1 µM] | 9% | -6% | -0.3% | 3% | 12% | u |

Further results.
The line under a structure holds: NPSR antagonist	CBFb RUNX1 block	GLA spleen mod	Epigenetic reg	KinaseGlo FLuc	IMPase Li cell	Lamin A splicing
> Cc1ccc(-n2nnnc2SCC(=O)Nc2cccc(NC(=O)c3ccco3)c2)cc1C
  u	14%	12%	-1.0%	x	x	u
> COc1ccc(OC)c(-n2cnnn2)c1
  -6%[46.1 µM]	6%	-3%	1.2%	0%	-12%[38.3 µM]	4%
> COc1cccc(/C=N/NC(=O)NC2CCCCC2)c1O
  -20%[7.67 µM]	-2%	6%	0.0%	x	x	x
> Cc1ccc2oc(/N=C(\N)NC(=O)C3CC3)nc2c1
  -1%[7.67 µM]	2%	-5%	5.5%	x	x	x
> Nc1ccc(C(=O)OCc2nc3c(ccc4ccccc43)[nH]2)cc1
  -4%[46.1 µM]	-2%	8%	-2.0%	-1%	-2%	u
> CC(Sc1cnccn1)C(=O)O (configuration not stated)
  6%	1%	-2%	1.1%	-3%	0%	u
> CC(=O)Nc1ccc(NC(=O)C(C)n2nc([N+](=O)[O-])c(Br)c2C)cc1 (configuration not stated)
  -7%[46.1 µM]	-1%	8%	2.1%	-5%	-33%[38.3 µM]	11%
> CC(C)c1cc[n+](-c2nc([O-])sc2C=O)cc1
  -12%[46.1 µM]	0%	-3%	-0.9%	9%	-9%	-3%
> COc1ccc(CCNC(=O)c2ccc(Cl)cc2Cl)cc1
  -2%[46.1 µM]	3%	5%	2.3%	0%	31%[38.3 µM]	-6%
> O=[N+]([O-])c1ccc(N/N=C/c2sc(N3CCOCC3)nc2-c2ccccc2)c(S(=O)(=O)Nc2ccc(Cl)cc2)c1
  -47%	6%	2%	u	-4%	6%	u

Screening results deposited in PubChem BioAssay by National Center for Advancing Translational Sciences (NCATS).

The list is partial. The share of hits here may be higher or lower than overall.
